Source: PubChem BioAssay
ATG4B inh = ATG4B (human) cysteine protease inhibition. Q9Y4P1. inhibition, % at 8.33 µM. 340,000 compounds, 0.51% hits. ATG4B cleavage of LC3-PLA2, NBD-HPC fluorescence, 1 h; in the data active means inhibition above about 40%
Target sequence (Q9Y4P1 whole entry, looked up): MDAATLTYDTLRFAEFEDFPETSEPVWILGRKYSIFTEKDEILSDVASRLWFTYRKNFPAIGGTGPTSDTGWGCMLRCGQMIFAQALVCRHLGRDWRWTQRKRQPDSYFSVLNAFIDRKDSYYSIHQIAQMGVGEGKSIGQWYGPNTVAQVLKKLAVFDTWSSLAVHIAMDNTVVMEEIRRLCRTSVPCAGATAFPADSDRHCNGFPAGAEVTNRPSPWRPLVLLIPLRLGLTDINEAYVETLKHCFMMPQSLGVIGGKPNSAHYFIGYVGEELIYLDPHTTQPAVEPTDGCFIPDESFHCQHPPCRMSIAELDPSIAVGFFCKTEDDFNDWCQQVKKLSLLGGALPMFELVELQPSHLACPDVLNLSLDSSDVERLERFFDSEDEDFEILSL
MPTP inh = blocks calcium-induced mitochondrial swelling. AID 602449. inhibition, % at 10 µM. isolated mouse mitochondria, Ca2+ swelling absorbance, 30 min. 360,000 compounds, 1.4% hits;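 active means inhibition of 50% or more, scaled per plate between neutral and stimulator controls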;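 further: 0% = DMSO wells given calcium and 100% = 1 mM EGTA wells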
SENP1 inh = blocks the human SENP1 SUMO protease catalytic domain | Q9P0U3 | recombinant SENP1 catalytic domain, CyPet-SUMO1-YPet FRET cleavage | inhibition, % at 10 µM | 360,000 compounds, 0.21% hits | AID 624204;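 active means inhibition at least 30% at 10 µM, raw YFP signal under a set limit, fluorescence ratio 0.5 to 1.5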;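 further: 0% = enzyme with DMSO and 100% = no enzyme wells; some results filed as inactive read as strong as hits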
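system = hSENP1 catalytic domain, recombinant | reagent = SFCypet-SUMO1-SFYpet substrate at 25 nM | doses = one dose per compound, 10 µM, 0.5% DMSO | incubation = enzyme reaction for 50 min at room temperature, dark | measured by = FRET, CFP and YFP emission | controls = no-enzyme low, enzyme-DMSO high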
SENP6 inh = inhibitors of human SENP6 protease; Recombinant SENP6 catalytic domain, aminoluciferin luminescence; inhibition, % at 10 µM; 330,000 compounds, 1.8% hits;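 active means inhibition above about 50% at the single tested dose, limit read from the data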;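 further: plate controls were DMSO wells with enzyme for no effect and DMSO wells lacking enzyme for full effect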
PfG6PD inh = PfG6PD (Plasmodium falciparum) enzyme inhibition; AID 504690; inhibition, % at 20 µM; PfGluPho enzyme, NADPH resazurin-diaphorase fluorescence; 350,000 compounds, 0.78% hits;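 active means inhibition reaching at least a set limit at 20 µM in the primary screen, cut at about 59% in these data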;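 further: 0% = DMSO wells with substrate and 100% = DMSO wells lacking glucose-6-phosphate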
hIAP activ = increases human intestinal alkaline phosphatase activity. P09923. 330,000 compounds, 0.16% hits. purified human IAP, CDP-Star luminescence, 30 min; stronger effect = higher value; 1 = vehicle-only enzyme, 0 = enzyme-free background. activation factor at 10 µM;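 active means activation factor of the enzyme at least 2-fold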; further: the source names both 10 and 20 µM as test concentration; values of inactives mirror those of a sister screen read the other way
Target sequence (P09923 whole entry, looked up): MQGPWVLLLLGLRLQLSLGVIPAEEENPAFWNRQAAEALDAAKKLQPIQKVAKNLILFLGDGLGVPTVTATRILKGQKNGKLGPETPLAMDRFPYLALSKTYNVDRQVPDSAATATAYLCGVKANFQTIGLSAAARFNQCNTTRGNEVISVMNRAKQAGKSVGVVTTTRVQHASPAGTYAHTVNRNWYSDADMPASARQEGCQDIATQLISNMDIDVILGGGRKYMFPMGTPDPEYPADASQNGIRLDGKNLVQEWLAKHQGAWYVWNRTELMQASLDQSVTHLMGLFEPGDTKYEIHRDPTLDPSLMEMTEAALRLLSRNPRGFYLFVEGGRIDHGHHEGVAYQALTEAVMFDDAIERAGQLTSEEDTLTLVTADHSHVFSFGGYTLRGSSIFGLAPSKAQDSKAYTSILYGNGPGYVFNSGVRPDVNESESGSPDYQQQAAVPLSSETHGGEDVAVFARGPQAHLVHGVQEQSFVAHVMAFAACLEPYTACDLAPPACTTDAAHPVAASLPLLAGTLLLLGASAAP
SENP8 inh = SENP8 (human) protease inhibition; Q96LD8; inhibition, % at 20 µM; 360,000 compounds, 0.64% hits; recombinant SENP8, Nedd8 substrate fluorescence; AID 602440; in the data active means inhibition mostly above about 40%, no sharp cut-off; inactive means mostly below about 27%
NR3A LBD binder = modulators (binders) of human NR3A ligand-binding domain; NR3A LBD differential scanning fluorimetry, Tm shift; 0% = protein alone, 100% = glycine-bound protein; Tm shift relative to glycine control, % at 25 µM; 340,000 compounds, 2.5% hits; AID 1259313;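 active means melting temperature shift of at least 10% of the positive control shift, at one fixed dose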
An asterisk follows results filed as active; · = no result given.

SMILES	ATG4B inh	MPTP inh	SENP1 inh	SENP6 inh	PfG6PD inh	hIAP activ	SENP8 inh	NR3A LBD binder
O=C(Nc1cc(-c2ccccc2)sc1C(=O)O)c1cccc(F)c1	93*	2.4	-2	31	-19	0.96	-11	3
O=C(Oc1ccc(/C=N/NC(=O)c2ccccc2O)cc1)c1ccccc1	3	17	-5	-3	-15	1.1	-482	13*
Cc1ccc(-n2c(SCC(=O)N3CCOCC3)nnc2-c2cccnc2)cc1C	-6	-2.1	1	3	2	0.94	16	0
Cc1nnc(NC(=O)C2CC(=O)N(Cc3ccccc3)C2)s1 (stereo not given)	-1	-0.1	0	-15	-6	0.98	2	2
ClC1(Cl)CC1CSc1ncn[nH]1 (stereo not given)	-3	-0.8	1	·	7	·	17	-2
COc1ccc(NC(=O)C2(c3ccc(NC(=O)c4ccc(OC)c(OC)c4)cc3)CCCC2)cc1	9	0.8	0	-2	3	1	-18	-6
O=C(CSc1ncn[nH]1)N1CCN(S(=O)(=O)c2ccc(Cl)cc2)CC1	-1	1.3	0	6	7	0.95	10	1
COc1ccc(CC(NC(C)=O)C(=O)N2CCN(C(=O)Nc3cccc(Cl)c3)CC2)cc1OC (stereo not given)	1	0.4	3	-8	6	0.99	14	-3
COCCNC(=O)CCCn1c(=O)c2ccccc2n(Cc2cccc([N+](=O)[O-])c2)c1=O	-6	1.4	-1	3	2	0.89	19	1
O=C(NC(=S)Nc1ccccc1N1CCCC1)c1cccc(F)c1	4	-0.5	-3	6	24	1.1	4	-3
CCCNC(=O)C(CC)NS(=O)(=O)c1ccc(OC)cc1 (stereo not given)	2	0.6	3	-17	-7	1.1	20	3
Cn1nc(C(F)(F)F)c(-c2cccc(C(F)(F)F)c2)c1NC(=O)Nc1ccc(F)cc1	8	79*	2	-10	6	1.2	19	3
CC(C)CC(=O)Nc1ccc(S(=O)(=O)N2CCCC2)cc1	-6	0.4	0	5	1	0.95	16	0
Cc1cc(OC(=O)c2ccccc2Cl)c([N+](=O)[O-])c(=O)[nH]1	-1	0.4	2	2	-7	0.9	16	3
Cc1onc(-c2ccccc2Cl)c1C(=O)Nc1ccccc1	5	-0.6	3	-15	-12	1	8	4
c1ccc(CSc2nnc(-c3ccco3)n2Cc2ccco2)cc1	11	3.2	-1	-9	8	0.98	19	0
CCOC(=O)N1CCN(C(=O)CN2C(=O)c3ccccc3S2(=O)=O)CC1	5	0.7	2	-12	-8	0.97	8	-2
CC(=O)c1ccc(NC(=S)N2CCN(CCO)CC2)cc1	-7	-2.6	4	9	1	1.1	12	-2
COc1ccc(-c2cc(C(=O)NCCCN3CCOCC3)no2)cc1	-3	-2.4	1	-6	3	1.1	5	-2
COc1ccc(C2=NN(c3ccccc3)C(c3cccs3)C2)cc1 (stereo not given)	7	5.1	-68	19	8	0.97	-405	1
CCOC(=O)c1ccc(N=C2SC(C(=O)NCCc3ccccc3)CC(=O)N2C)cc1 (stereo not given)	-21	0.7	2	-7	3	1.1	7	-2
CCc1ccc(NC(=O)CN2CCC(C(=O)c3ccc(OC)cc3)CC2)cc1	4	0.9	-2	-22	4	0.95	8	-3
COc1ccccc1N1CCN(S(=O)(=O)c2ccc3c4c(cccc24)C(=O)N3)CC1	-5	0.6	-10	-11	-8	1.2	7	-6
CC(=O)NC1(C2CCCCC2=O)CCCCC1 (stereo not given)	-2	-0.6	-1	-4	-15	0.95	30	0
NC(=S)N/N=C/c1c[nH]c2ccc(OCc3ccccc3)cc12	-7	-0.2	-12	7	60*	0.92	-36	10*
Cc1ccn2cc(-c3cccc(NC(=O)c4cccs4)c3)nc2c1	-6	1.3	-1	-11	10	1.1	-43	1
Cc1cccc(NC(=O)CN2C(=O)N/C(=C\c3ccccc3OCc3ccc(C(=O)O)cc3)C2=O)c1	9	-0.8	2	-11	-23	1	-240	-9
CN(CC(=O)Nc1ccc(F)cc1)C(=O)COc1ccc(C(=O)c2ccccc2)cc1	-14	-8.5	0	-18	10	0.93	4	-16
Cc1cccc(NC(=O)CSCC(=O)Nc2ccc(S(=O)(=O)N3CCOCC3)cc2)c1	-1	-1.2	-6	-14	-6	1.1	-8	-2
COc1ccc(C(=O)Nc2ccccc2C(=O)NCCN2CCOCC2)cc1	-4	0.6	1	-47	12	1.1	-5	1
CC(=O)OC(C(=O)NCc1ccc(F)cc1)c1ccccn1 (stereo not given)	-6	-2.0	5	-8	-3	0.98	14	0
COc1ccccc1OCC(=O)Nc1ccc(S(=O)(=O)N2CCCCCC2)cc1	1	0.5	2	-5	16	0.95	13	-1
Cn1nc2c3cc(F)ccc3n(Cc3ccc(F)cc3)cc-2c1=O	-5	0.4	2	-5	-5	1	9	-1
Cc1nc(Oc2cccc(Cl)c2)c2oc3ccccc3c2n1	8	-0.6	0	24	2	0.95	3	2
c1ccc2c(c1)OCC(c1nnc3sc(-c4ccc5c(c4)OCO5)nn13)O2 (stereo not given)	-8	-1.0	-4	-38	-8	1.1	-360	-2
Cc1cccc(N2CCN(C(=O)c3ccccc3NC(=O)C3CCCCC3C(=O)O)CC2)c1 (stereo not given)	3	0.8	-1	13	-11	0.96	9	0

Entries shown so far that contain an NH in an aromatic ring:
SMILES	ATG4B inh	MPTP inh	SENP1 inh	SENP6 inh	PfG6PD inh	hIAP activ	SENP8 inh	NR3A LBD binder
ClC1(Cl)CC1CSc1ncn[nH]1 (stereo not given)	-3	-0.8	1	·	7	·	17	-2
O=C(CSc1ncn[nH]1)N1CCN(S(=O)(=O)c2ccc(Cl)cc2)CC1	-1	1.3	0	6	7	0.95	10	1
Cc1cc(OC(=O)c2ccccc2Cl)c([N+](=O)[O-])c(=O)[nH]1	-1	0.4	2	2	-7	0.9	16	3
NC(=S)N/N=C/c1c[nH]c2ccc(OCc3ccccc3)cc12	-7	-0.2	-12	7	60*	0.92	-36	10*

(listing goes on)
SMILES	ATG4B inh	MPTP inh	SENP1 inh	SENP6 inh	PfG6PD inh	hIAP activ	SENP8 inh	NR3A LBD binder
COCCSc1ccccc1C(=O)Nc1ccc(Cl)cn1	2	-0.9	-2	15	6	0.95	1	0
Cc1ccccc1S(=O)(=O)N1[C@@H](c2cccc(Cl)c2)C(C(=O)O)=CC[C@H]1c1ccc(Cl)cc1	20	2.6	0	-4	-31	0.98	12	-14
CCN(CC)S(=O)(=O)c1cc(NC(=O)CN2CCN(c3ccccn3)CC2)ccc1C	-13	-2.4	2	-5	19	1	11	0
Cc1ccc(CSCC(=O)N(C)CC(=O)Nc2ccc(C)cc2)cc1	-4	-1.8	1	-13	18	1.2	7	-1
COc1ccc(N2CCN(CC(=O)Nc3ccc(-n4cnnn4)cc3)CC2)cc1	5	0.3	-1	-21	-6	0.95	11	-2
CCOC(=O)C1CCCN(C(=O)Cn2sc3nc(C)cc(C)c3c2=O)C1 (stereo not given)	-2	-3.1	0	-8	68*	1	-3	1
O=C(Nc1cccnc1)c1cc(Br)c(Br)s1	-3	1.8	-1	44	-11	0.95	-3	-4
COCCn1c(SCc2ccc(OC)c(F)c2)nnc1-c1ccncc1	-8	0.7	-3	-6	-9	0.98	6	-1
N#CCCN(C(=O)c1ccco1)c1ccccc1	4	-6.3	-1	-15	-8	0.97	32	1
O=C(COC(=O)COc1ccc(Cl)cc1Br)NCc1cccs1	15	-0.5	5	-8	-14	0.91	9	-9
O=C1C2C3C=CC(C4CC34)C2C(=O)N1/N=C/c1ccc([N+](=O)[O-])o1 (stereo not given)	14	1.0	0	7	36	1	33	0
COc1ccc2[nH]c(=O)c(CN(C(=O)c3cccnc3)c3ccccc3C)cc2c1	24	0.5	-2	-9	-8	1.1	-396	-1
Cc1ccc(NC(=O)COC(=O)c2cccc(S(=O)(=O)N3CCCCCC3)c2)cc1	·	-1.2	4	·	1	·	15	·
CCN(CC)CCN1C(=O)c2oc3ccccc3c(=O)c2C1c1ccc(C)cc1 (stereo not given)	-6	1.1	-5	9	6	0.98	-8	0
O=C(CN1C(=O)c2ccccc2S1(=O)=O)N1CCN(c2cccc(Cl)c2)CC1	1	1.2	1	-12	-20	1.7	24	3
Cc1c(C)n(CCCN(C)C)c2ncnc(NCc3ccccc3)c12	-8	0.2	22	-8	-2	1	7	1
O=C(CCCOc1ccc(Cl)cc1Cl)Nc1cc(S(=O)(=O)N2CCOCC2)ccc1N1CCOCC1	-15	-0.2	2	·	2	·	18	-2
COc1ccc(/C=C/c2c([N+](=O)[O-])c(=O)n(C)c(=O)n2C)c(OC)c1OC	-7	-0.7	1	3	-4	0.96	13	5
O=c1c2cc([N+](=O)[O-])ccc2nc2n1CCCC2	4	0.3	5	-32	2	1.1	25	0
CS(=O)(=O)N1N=C(c2ccc(Br)cc2)CC1c1ccc2c(c1)OCO2 (stereo not given)	1	4.7	-8	-14	8	0.89	7	0
Cc1ccc(S(=O)(=O)/C(C#N)=C/c2c(N3CCC(C(N)=O)CC3)nc3ccccn3c2=O)cc1	-5	2.8	-33	3	-3	1	-25	3
COc1ccc(CCN2CC(C(=O)Nc3ccc(S(C)(=O)=O)cc3)CC2=O)cc1OC (stereo not given)	-16	-0.5	1	-8	14	1.1	2	1
CCN(CC(=O)Nc1ccc(NC(C)=O)cc1)C(=O)CN1C(=O)NC2(CCCC2)C1=O	0	0.3	2	-4	15	0.97	2	2
Cc1ccc(C(C(=O)NC2CCCC2)N(Cc2ccccc2)C(=O)c2csnn2)o1 (stereo not given)	-8	1.1	1	7	-15	1.1	17	1

The list goes on (2 carried over from the part before).
SMILES	ATG4B inh	MPTP inh	SENP1 inh	SENP6 inh	PfG6PD inh	hIAP activ	SENP8 inh	NR3A LBD binder
CCN(CC(=O)Nc1ccc(NC(C)=O)cc1)C(=O)CN1C(=O)NC2(CCCC2)C1=O	0	0.3	2	-4	15	0.97	2	2
Cc1ccc(C(C(=O)NC2CCCC2)N(Cc2ccccc2)C(=O)c2csnn2)o1 (stereo not given)	-8	1.1	1	7	-15	1.1	17	1
CCOC(=O)C1=C(CC)Nc2ccccc2N=C1NC(=O)c1ccc(S(=O)(=O)N2CCOCC2)cc1	-2	-1.3	0	-10	-1	1.1	-3	1
COc1ccc(CN(Cc2ccc(C(=O)O)cc2)C(=S)Nc2ccc(C)cc2)cc1OC	-1	0.0	3	5	2	1.1	8	2
O=C(CN1C(=O)/C(=C/c2cccc(Br)c2)SC1=S)N1CCCC1	7	-1.2	5	-23	13	1	25	2
CCc1ccc(CNC(=O)CCc2nc(-c3cccs3)no2)cc1	1	0.0	-1	-11	10	0.97	18	0
CCS(=O)(=O)c1ncc(Cl)c(C(=O)Nc2ccc(C)cc2)n1	0	0.6	2	-2	26	0.86	13	-1
CCOCCCNC(=S)NCCCNc1nc2c(C)cc(C)cc2cc1C#N	5	0.8	-31	·	13	·	-442	-3
Cc1ccc2c(c1)c(C1=NC(=S)NC1=O)c(O)n2C	-1	-0.8	2	-5	4	1.3	9	-1
Cc1ccc(-n2c(SCn3nnc4ccccc4c3=O)nnc2-c2cccnc2)c(C)c1	0	-0.4	-21	-17	17	1.1	-1	7
CC(=O)N1CCC(=NNc2nc3ccccc3s2)CC1	-6	1.0	-2	2	-9	1.2	15	0
Cc1cc(NS(=O)(=O)c2ccc(NC(=O)Cc3ccccc3)cc2)nc(C)n1	-4	2.0	1	3	-9	0.99	2	-2
COc1cccc(CN(C)C(=O)CSCC(=O)Nc2ccc(C)cc2)c1OC	0	-1.5	2	-6	-7	1	9	0
CC(NC(=O)c1ccc(S(=O)(=O)NCc2ccco2)cc1)c1ccc(F)cc1 (stereo not given)	-24	0.1	0	6	6	0.97	5	2
CC(NC(=O)C(=O)N1CCCCC1)C(c1cccs1)N1CCN(Cc2ccccc2)CC1 (stereo not given)	2	-1.2	1	-3	-5	1.3	19	2
Cc1ccc(C(=O)N2CCCC(c3nc4c(nnn4Cc4ccccc4)c(=O)[nH]3)C2)cc1 (stereo not given)	7	-2.7	3	-2	-17	1.1	16	1
Clc1cccc(-c2nc(-c3ccc(-c4nn[nH]n4)cc3)no2)c1	2	6.1	0	99*	-24	1	14	-12
O=C(COc1ccc(Br)cc1)N1CCC(c2ccccc2)C1 (stereo not given)	8	-0.5	-1	-11	15	1.1	26	1
O=[N+]([O-])c1cc(C(F)(F)F)ccc1Oc1cccnc1[N+](=O)[O-]	4	0.4	1	-8	-17	0.96	2	0
